Screening data deposited in PubChem BioAssay by National Center for Advancing Translational Sciences (NCATS).
GoLoco inh red – qHTS Assay for Inhibitors of RGS12 GoLoco Motif Activity (Red Fluorophore); Potency, µM (titrated, usually from 61.6 µM), without a hit: at the highest dose activity, negative = inhibition, actives largely listed as inhibitors; AID 880, 2007; Gai1:RGS12 GoLoco peptide FP, rhodamine, 10 min; Guanine nucleotide-binding protein G(i) subunit alpha-1 (Homo sapiens), P63096; hit rate 0.44% among 230,000; active means well fitted inhibition curve with a large enough effect, not every such curve was filed as active; inactive means no such curve, though single readings can be large or run the other way; further: on the % scale 0 is the no-effect control and ±100 the full control effect; nearly all actives have a fitted effect of over 30% in size; many of its hits are not listed in these tables
KDM4E inh – qHTS Assay for Inhibitors of Human Jumonji Domain Containing 2E (JMJD2E) | Lysine-specific demethylase 4E (Homo sapiens), B2RXH2 | JMJD2E catalytic domain, FDH-coupled NADH fluorescence (FDH is formaldehyde dehydrogenase) | Potency, µM (top dose mostly 57.1 µM), for inactives: top-dose activity change, negative = inhibition, most hits filed as inhibitors | hit rate 1.6% among 230,000 | AID 2147, 2009; active means well fitted inhibition curve with a large enough effect, not every such curve was filed as active; inconclusive means small, poorly fitted or top-dose-only effect, or another doubt; inactive means no such curve, though single readings can be large or run the other way;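 further: 0% = wells with enzyme and -100% = buffer wells without enzyme; nearly all actives have a fitted effect of over 50% in size; many of its hits are not listed in these tables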
Target sequence (B2RXH2 1-337 limits assumed): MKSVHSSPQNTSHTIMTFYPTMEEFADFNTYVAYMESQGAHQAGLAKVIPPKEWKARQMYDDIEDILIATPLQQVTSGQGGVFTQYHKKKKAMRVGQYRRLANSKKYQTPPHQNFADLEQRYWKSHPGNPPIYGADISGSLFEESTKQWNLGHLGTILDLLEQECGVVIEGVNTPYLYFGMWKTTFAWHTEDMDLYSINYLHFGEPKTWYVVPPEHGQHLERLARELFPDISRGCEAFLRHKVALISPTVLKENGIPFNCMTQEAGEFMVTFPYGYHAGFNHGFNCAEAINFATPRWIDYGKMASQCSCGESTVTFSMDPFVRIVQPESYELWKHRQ
Lamin A splicing – qHTS Assay for Modulators of Lamin A Splicing; AID 1487, 2009; hit rate 0.01% among 200,000; Potency, µM (top dose mostly 46.1 µM), inactives show at the highest dose ratio change, negative = inhibition, usual class: inhibitors; HeLa LMNA splicing GFP/RFP minigene ratio, 48 h; active means well fitted inhibition curve with a large enough effect in the signal ratio, with a control signal flat, not every such curve was filed as active; inconclusive means small, poorly fitted or top-dose-only effect, or effect the other way, or a change in a side signal; the % refers to the signal ratio; further: on the % scale 0 is the no-effect control and ±100 the full control effect
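Read-out is the ratio of GFP to DsRed2 object intensity, acquired by 488 nm laser-scanning cytometry on HeLa lamin A-EGFP minigene reporter cells. Compound incubation 48 hrs at 37 °C in Opti-MEM with 2% FBS; DMSO 0.5% final.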
ALDH1A1 block – qHTS Assay for Inhibitors of Aldehyde Dehydrogenase 1 (ALDH1A1); Aldehyde dehydrogenase 1A1 (Homo sapiens), P00352; Purified ALDH1A1, NADH fluorescence, propionaldehyde substrate; Potency, µM (top dose mostly 75.3 µM), inactives show at the top dose activity, negative = inhibition, actives largely listed as inhibitors; hit rate 7.3% among 220,000; AID 1030, 2008; active means well fitted inhibition curve with a large enough effect, not every such curve was filed as active; inconclusive means small, poorly fitted or top-dose-only effect, or another doubt; inactive means no such curve, though single readings can be large or run the other way;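 further: plate controls were no enzyme wells and a reference inhibitor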
SMN2 splice enh – qHTS Assay for Enhancers of SMN2 Splice Variant Expression; HEK293 SMN2-luciferase splicing reporter, luminescence, 30-36 h; Potency, µM (highest dose often 46.1 µM), inactives show top-dose activity change, positive = activation, usual class: activators; hit rate 2.8% among 210,000; AID 1458, 2008; further: % of control where 0% means no effect; nearly all actives have a fitted effect of over 55% in size
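qHTS luciferase splicing reporter: luminescence rises when SMN2 exon 7 is included in transfected HEK293 cells. Compound exposure lasted 30-36 h at 37C, with 4.5 mM final sodium butyrate as control, followed by a ONE-Glo read.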
TRb-SRC2 inh – qHTS for Inhibitors of the Interaction of Thyroid Hormone Receptor and Steroid Receptor Coregulator 2; hit rate 0.065% among 280,000; AID 1469, 2008; Potency, µM (doses to about 106 µM), without a hit: top-dose activity change, negative = inhibition, usual class: inhibitors; Thyroid hormone receptor beta (Homo sapiens), P10828; TRbeta-SRC2 peptide binding, fluorescence polarization; receptor liganded with 1 µM T3;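 further: plate controls were bound peptide for no effect and peptide without receptor for full effect; nearly all actives have a fitted effect of over 50% in size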
Target sequence (P10828 whole entry, looked up): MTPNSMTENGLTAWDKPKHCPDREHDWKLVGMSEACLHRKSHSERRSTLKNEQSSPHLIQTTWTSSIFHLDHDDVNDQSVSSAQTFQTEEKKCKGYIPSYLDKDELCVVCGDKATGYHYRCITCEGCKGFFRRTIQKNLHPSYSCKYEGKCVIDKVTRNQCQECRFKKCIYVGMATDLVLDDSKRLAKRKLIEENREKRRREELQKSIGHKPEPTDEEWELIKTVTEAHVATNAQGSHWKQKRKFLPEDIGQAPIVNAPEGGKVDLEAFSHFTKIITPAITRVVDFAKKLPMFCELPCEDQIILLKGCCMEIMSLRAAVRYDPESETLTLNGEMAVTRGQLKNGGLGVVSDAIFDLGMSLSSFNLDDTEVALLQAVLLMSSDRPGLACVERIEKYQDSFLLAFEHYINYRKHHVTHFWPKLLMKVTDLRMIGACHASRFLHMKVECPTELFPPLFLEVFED
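Assay buffer: 20 mM Tris-HCl, 100 mM NaCl, 10% glycerol, 1 mM EDTA, 0.01% NP-40, 1 mM DTT, 1 uM T3, 5% DMSO; TRb LBD 0.6 uM, Texas Red SRC2 20 nM; FP after 5 hr.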
TR SRC2 fluor cs – Total Fluorescence Counterscreen for Inhibitors of the Interaction of Thyroid Hormone Receptor and Steroid Receptor Coregulator 2. AID 1479, 2009. hit rate 0.29% among 280,000. Potency, µM (series often up to 106 µM), for inactives: at the highest dose fluorescence change, negative = quenching. TRb/SRC2 Texas Red total fluorescence interference; active means well fitted curve in either direction with a large enough effect; inconclusive means small, poorly fitted or top-dose-only effect; further: on the % scale 0 is the no-effect control and ±100 the full control effect
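Flags fluorescent or light-absorbing compounds by total fluorescence, S + 2P, at 555 nm excitation and 632 nm emission. Mixture: 20 nM Texas Red SRC2 peptide, 0.6 uM human TRb LBD, 1 uM T3, 5% DMSO; compound exposure 5 h at ambient temperature.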
RECQ1 helicase – qHTS Assay for Inhibitors of RecQ-Like Dna Helicase 1 (RECQ1); Potency, µM (top dose mostly 57.3 µM), without a hit: top-dose activity, negative = inhibition, most hits filed as inhibitors; ATP-dependent DNA helicase Q1 (Homo sapiens), P46063; RECQ1 DNA unwinding, red fluorescence kinetic read; hit rate 0.54% among 240,000;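 further: plate controls were vehicle for no effect and no enzyme for full effect; nearly all actives have a fitted effect of over 30% in size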
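RECQ1T1 50 nM; forked duplex (20 bp + 30-nt ss tails) 200 nM, ATP 2 mM final; pH 8.0, 2 mM MgCl2, 2.5 ug/ml poly(dI-dC); 15 min compound preincubation; discontinuous kinetic read over 2 h at RT.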
An asterisk follows results filed as active; i = inactive; ? = inconclusive; nt = no result given; [ ] = another dose, or the depositor's remark. Unless noted, the call rests on the fitted dose curve; in most records, active means well fitted curve in the direction sought with a large enough effect; inconclusive means small, poorly fitted or top-dose-only effect, or another doubt; inactive means no such curve, though single readings can be large; an effect the other way counts as inactive or inconclusive. Potency means the concentration at half of the fitted maximal effect.

SMILES	GoLoco inh red	KDM4E inh	Lamin A splicing	ALDH1A1 block	SMN2 splice enh	TRb-SRC2 inh	TR SRC2 fluor cs	RECQ1 helicase
Cn1c(COc2ccccc2)nnc1SCCSc1nnc(COc2ccccc2)n1C	9%	0%	-10%	9%	-11%	3%	-1%	-2%
CC(C)/C=N/NC(=O)c1cccc(N2CCCC2=O)c1	-3%	20%	-8%	?	6%	3%	-2%	-1%
NCC(O)COc1cccc2ccccc12 (configuration not stated)	4%	nt	nt	1%	-8%	0%	1%	15%
CC(C)Cn1c(N)c(C=O)c(=O)n(C)c1=O	13%	9%	2%[46 µM]	-16%	9%	-8%	-1%	-12%
O=C1c2cccc3cc([N+](=O)[O-])cc(c23)C(=O)N1CC1CCCO1 (configuration not stated)	1%	-3%	nt	nt	nt	2%	-1%	10%
O=C1CN(C(=O)c2ccco2)C(c2ccccc2)c2cc(Cl)ccc2N1 (configuration not stated)	-7%	4%	22%	-5%	-14%	-3%	-4%	i
CCCOc1ccc(N2C(=O)CC(N(CCc3ccc(OC)cc3)C(=O)c3cccc(F)c3)C2=O)cc1 (configuration not stated)	19%	-8%	-16%	-3%	9%	0%	-3%	-5%
COC(=O)c1ccc(NC(=O)COc2ccc(S(=O)(=O)N3CCCCC3)cc2)cc1	-7%	6%	5%	14%	-26%	2%	-2%	i
CSCCCNC(=S)Nc1ccc(N2CCOCC2)cc1	-3%	-12%	nt	4%	-2%	-1%	-5%	0%
CC(=O)Nc1nc(C)c(C(C)(C)C)s1	-11%	-3%	nt	nt	nt	6%	-1%	0%
CCOC(=O)N1CCC(N2Cc3cccc(C(=O)NCc4ccccc4OC)c3C2=O)CC1	8%	4%	0%	5%	-14%	-2%	0%	-14%
COCCn1c(-c2cc(OC)c(OC)c(OC)c2)nc2nc3ccccc3nc21	-4%	-1%	12%	?	?	-18%	-2%	-7%
CSc1nc2sc3c(c2c(=O)n1CC(C)C)CC(C)(C)OC3	6%	6%	nt	7%	nt	2%	-1%	7%
CC(C)OC(=O)CSc1nnc2n1C(C)(C)Cc1ccccc1-2	8%	0%	?	0%	-11%	-14%	-1%	-9%
COc1ccccc1N(Cc1ccccc1)S(=O)(=O)c1cccc(C(=O)O)c1	-7%	-10%	-7%	5%	5µM*	1%[53 µM]	0%[53 µM]	2%
COc1ccc(NC(=S)NCc2cccnc2)cc1OC	16%	0%	nt	8%	8%	-1%	-1%	i
CC(C)(CCl)C(=O)Nc1ccc(Sc2ccc(F)cc2)cc1	-5%	0%	17%	?	-17%	0%	-9%	i
Cc1[nH]n2c(=O)cc(Cc3ccccc3)nc2c1C#N	6%	?	-12%	-3%	7%	-21%	-2%	1%
COc1cccc(CN=CC2=C(O)CC(C)(C)CC2=O)c1OC	1%	-6%	-15%	?	6%	7%	2%	-3%
O=C(O)COc1ccccc1/C=N/NC(=O)CSc1nc2ccccc2c(=O)n1-c1ccc(Cl)cc1	2%	-24%	nt	nt	nt	5%	-2%	-11%
CCn1c(Cc2ccccc2)nnc1SCC(=O)Nc1ccc(N2CCOCC2)c(Cl)c1	-6%	4%	-13%	?	-35%[inhibitor]	0%	-5%	i
O=C(Nc1cccc(C(F)(F)F)c1)c1cnc2n(c1=O)CCS2	3%	-4%	-3%	?	-19%	-3%	2%	-5%
COc1ccccc1NC(=S)N1CCNC(=O)C1CC(=O)Nc1cccc(C)c1 (configuration not stated)	3%	-2%	nt	nt	nt	1%	-3%	i
Cc1ccc(-c2cc(-c3ccccc3)nc(Cl)n2)cc1	0%	?	-8%	?	-23%	4%	0%	-11%
CC(=O)Nc1nc2ccc(C(=O)NC3CCCCC3)cc2s1	-3%	1%	?	?	-3%	-22%	1%	-17%
COC(=O)[C@@]1(Cc2ccc(F)cc2)[C@H]2c3cc(C(=O)N(C)C)n(Cc4cc(F)c(F)c(F)c4)c3C[C@H]2CN1C(=O)c1ccccc1	-2%	14%	nt	12%	3%	3%	0%	-11%
CN(Cc1cn(C)c2ccccc12)C(=S)Nc1cc(F)cc(F)c1	12%	3%	?	2%	-15%	-6%	1%	-17%
CCOC(=O)N1CCN(C(=O)CCc2nc3sc4c(c3c(=O)[nH]2)CCCC4)CC1	5%	-3%	nt	nt	nt	7%	-2%	-6%
O=C(CN1C(=O)C2C3c4ccccc4C(c4ccccc43)C2C1=O)N1CCOCC1 (configuration not stated)	6%	4%	-2%	-6%	?	9%	2%	-7%
Cc1ccccc1N=CC=C1OC(C)(C)C(C)(C)O1	-1%	-6%	?	1%	-28%	-2%	0%	0%
COc1cccc(NC(=O)c2nn(C34CC5CC(CC(C5)C3)C4)cc2[N+](=O)[O-])c1	2%	-1%	?	0.22µM*	-42%[inhibitor]	9%	1%	-11%
COc1ccc(C2Nc3ccccc3C(=O)N2Cc2ccccc2)cc1COc1ccccn1 (configuration not stated)	-7%	?	7%	?	3%	-3%	-7%	-6%
COc1ccc(Cl)cc1-c1nc(-c2ccncc2)no1	3%	1%	-3%	0%	28µM*	-3%	-1%	0%
Cc1nc2nc(C)c(CCC(=O)NCCC3=CCCCC3)c(C)n2n1	13%	0%	8%	-2%	0%	1%	2%	i
Cc1cc(=O)n(-c2ccc(O)cc2)[nH]1	44%[activator]	?	8%	0.79µM*	11%	-22%	-8%	-8%
COCCn1nnnc1C(c1cc2cc(OC)c(OC)cc2[nH]c1=O)N1CCN(c2ccc(O)cc2)CC1 (configuration not stated)	-23%	13%	nt	?	nt	-8%	-11%	0%
O=C(c1ccc(Cn2cc(Cl)c([N+](=O)[O-])n2)cc1)N1CCN(Cc2ccccc2)CC1	-1%	4%	nt	nt	nt	0%	0%	i
O=C1NC(=S)SC1=C1CCCC1	24%	-19%	15%	?	-58%[inhibitor]	-13%	0%	7.9µM*
Cc1cc(C)cc(OC2CCCCC2NS(=O)(=O)c2ccccc2)c1 (configuration not stated)	-11%	-1%	-7%	13µM*	21%	-1%	2%	5%
O=C(c1cccc(F)c1)N1CCN(S(=O)(=O)c2ccc(C(F)(F)F)cc2)CC1	11%	1%	-7%	14%	-18%	-2%	-5%	-9%
NC(=O)c1cccn1Cc1cccc(Cl)c1	10%	?	11%	0%	-10%	-4%	-10%	-6%
CCc1ccc(N(C(=O)c2ccoc2C)C(C(=O)NC2CCCC2)c2ccc(OC)cc2)cc1 (configuration not stated)	-5%	-7%	13%	-5%	-9%	-1%	1%	-3%
CC(C)Cc1nnc(NC(=O)CCC(=O)N2CCN(S(=O)(=O)c3ccccc3)CC2)s1	-7%	9%	-8%	-3%	5%	1%[53 µM]	-1%[53 µM]	-3%
FC(F)(F)c1ccc(N2CCN(c3ncnc4c3nnn4Cc3ccccc3Cl)CC2)cc1	3%	2%	1%	?	-39%[inhibitor]	2%	-1%	5%
Cc1ccccc1Oc1nc(-c2ccccn2)nc2ccccc12	1%	5%	?	-12%	nt	-1%	0%	-8%
COc1ccc(CCNC(=O)C2CC(c3cc(C(F)(F)F)cc(C(F)(F)F)c3)=NO2)cc1 (configuration not stated)	6%	7%	nt	nt	nt	-1%	1%	i
CCOC(=O)C(NS(=O)(=O)c1ccc(Br)cc1)C(C)C (configuration not stated)	2%	7%	6%	?	3%	-8%	0%	14%
N#C/C(=N/O)c1nc(-c2ccc(F)cc2)cs1	25%	-3%	?	?	-6%	-1%	0%	11%
COC(=O)c1cccc(N(C(=O)c2cnccn2)C(C(=O)NC2CCCCC2)c2cn(C)nc2C)c1 (configuration not stated)	-4%	-4%	-10%	0%	0%	2%	-3%	-16%
CCc1nnc(NC(=O)CCC(=O)N2CCN(Cc3ccc(Cl)cc3)CC2)s1	-1%	0%	?	7%	nt	0%	-2%	i
O=[N+]([O-])c1cccc(-n2nnnc2CNCc2ccccc2)c1	-2%	-1%	nt	nt	nt	4%	1%	-9%
Cc1cccc(N/N=C(\C=N\N)C(=O)c2ccc(Br)cc2)c1	4%	3%	-6%[46 µM]	-6%	-6%	-2%	-3%	-6%
CCOC(=O)c1c(NC(=O)CN(CC)CC)sc2c1CCN(C(=O)OCC)C2	7%	-7%	0%	?	-30%[inhibitor]	-17%	3%	-19%
COc1c(C)cc(C(=O)C2CCCN(C(=O)c3cccc(F)c3)C2)cc1C (configuration not stated)	-7%	-5%	nt	?	nt	-5%	0%	-1%
CCc1ccc(NCc2nc3ccccc3c(=O)[nH]2)cc1	-2%	-3%	-2%	-13%	10µM*	-1%	-2%	2%
N#Cc1nc(-c2ccccc2F)oc1NCc1ccccc1	-5%	?	8%	?	9%	8%	-3%	-5%
COc1ccc(S(=O)(=O)NCC2CCCN(Cc3cccnc3)C2)cc1 (configuration not stated)	50%[activator]	-4%	nt	-4%	nt	-3%	-2%	i
COc1ccc(C2(CCN=Cc3ccc(N(C)C)cc3)CCOC(C)(C)C2)cc1 (configuration not stated)	20%	?	8%[46 µM]	nt	nt	1%	-5%	i
O=C(Cc1cccs1)Nc1nc(-c2ccc(F)cc2F)cs1	3%	-5%	?	?	-25%	-7%	1%	i

A portion of the library; the hit share may differ from the screen's.
